# FLuc inhib CS = firefly luciferase enzyme inhibitors, primary screen, artefact control for luciferase-based inhibitor screens, biochemical, luminescence, ATPLite | 10 min | inhibition, % at 10 µM | 200,000 compounds, 1.5% hits;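 active = inhibition above about 50% when tested at 10 µM, limit read from the data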
# Target sequence (P08659 whole entry, looked up): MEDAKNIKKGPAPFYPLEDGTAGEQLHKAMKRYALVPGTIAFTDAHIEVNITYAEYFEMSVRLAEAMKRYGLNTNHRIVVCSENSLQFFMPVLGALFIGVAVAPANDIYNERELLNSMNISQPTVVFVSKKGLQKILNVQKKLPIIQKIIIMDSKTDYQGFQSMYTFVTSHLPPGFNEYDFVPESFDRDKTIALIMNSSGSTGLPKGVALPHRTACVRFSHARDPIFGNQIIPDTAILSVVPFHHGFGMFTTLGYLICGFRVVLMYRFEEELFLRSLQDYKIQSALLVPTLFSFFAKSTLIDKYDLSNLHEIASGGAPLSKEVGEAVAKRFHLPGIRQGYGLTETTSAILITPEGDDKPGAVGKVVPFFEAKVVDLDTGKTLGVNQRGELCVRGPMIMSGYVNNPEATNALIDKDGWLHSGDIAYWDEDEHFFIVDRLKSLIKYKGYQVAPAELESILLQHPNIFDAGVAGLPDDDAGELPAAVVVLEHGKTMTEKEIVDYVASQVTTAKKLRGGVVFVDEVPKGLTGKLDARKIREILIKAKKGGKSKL
# FLuc stim CS = FLuc activators, initial screening, artefact control for FLuc-dependent activation tests, biochemical, ATPlite luminescence; ATPlite luciferase biochemical, 10 min; 0 = ATP-free wells, 1 = DMSO control; activation factor at 10 µM; 200,000 tested, under 10 active;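 active = luciferase activation factor, scaled between plate controls, of at least 2 with compound at 10 µM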
#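 Material: Luciferase/luciferin reagent mix; Doses: test compounds dosed from 2 mM stocks in 100% DMSO; Schedule: 10 min incubation after luciferase reagent addition, room temperature; Measured by: luminescence from luciferase reaction; Read-out: luminescence gain marking luciferase activators.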
# APP transl inh = inhibitors of APP translation via 5'UTR reporter, primary screen, APP 5'UTR luciferase, SH-SY5Y cells; inhibition, % at 2 µM; SH-SY5Y APP 5'UTR-luciferase reporter, luminescence; 190,000 compounds, 0.82% hits;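 active = inhibition above a set limit, derived from the sample mean plus 3 SD, cut at about 45% in these data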; also: values of inactives mirror those of a sister screen read the other way
# STAT1 activator = STAT1 signaling activators, primary screen, cell-based, HTS, luciferase reporter | NIH 3T3 STAT1-luciferase reporter, IFN-gamma, luminescence; 100% = IFN-gamma alone, no compound | activation (% of control), % at 5.5 µM | 200,000 compounds, 2.6% hits;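 active = activation above the screen-wide mean activation plus 3 SD, cut at about 130% in these data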;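 also: raw ratio to IFN-gamma control signal so 100% means no change and 0% no light; values of inactives mirror those of a sister screen read the other way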
# G6PDH CS = L. mesenteroides G6PDH inhibitors, counter-screen for G6PDH-coupled screening assays, biochemical, Leuconostoc mesenteroides enzyme; inhibition, % at 5 µM; 200,000 compounds, 0.12% hits; glucose-6-phosphate dehydrogenase [Leuconostoc mesenteroides]; Purified L. mesenteroides G6PDH, diaphorase/resazurin coupled fluorescence, 45 min; in the data active = inhibition above about 50%
# APP 5'UTR act = activators of APP 5'UTR luciferase reporter, primary screen, SH-SY5Y cells; 190,000 compounds, 1% hits; SH-SY5Y APP 5'UTR luciferase reporter, luminescence; zero percent = DMSO vehicle wells; activation, % at 2 µM;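 active = activation above a set limit, based on mean plus 3 SD of controls, cut at about 140% in these data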; also: values of inactives mirror those of a sister screen read the other way
# Hsp70 activator = Hsp70 transcriptional activators, primary screen, cell-based, HeLa, Hsp70 promoter luciferase, luminescence, 10 µM | activation, % at 10 µM | HeLa Hsp70 promoter luciferase reporter; scaled: vehicle 0, proteasome-inhibitor control 100% | 200,000 compounds, 0.04% hits;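 active = activation above the mean across all tested compounds plus 3 SD, cutoff set per campaign, cut at about 5.5% in these data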;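 also: 100% = MG132 at 30 µM as the positive control and 0% = DMSO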
# Redox H2O2 prof = compounds producing H2O2 with reducing agent – biochemical, NIH compound library profiling, artefact control for MLSCN library redox annotation, primary screen; activation, % at 10 µM; DTT-dependent redox cycling H2O2, phenol red/HRP absorbance; 100% = 100 µM peroxide control, 0% = buffer; 200,000 compounds, 0.03% hits;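 active = activation of at least 50% relative to the plate's high and low controls in the primary single-dose screen; inactive = activation below 50%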;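 also: compound incubated with DTT at 0.8 mM final as the reducing agent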
# NF-kB expr up = activators of NF-kB expression in neurons, primary screen, cell-based, HTS. fold change at 12.5 µM. AID 1239, 2008. human neuronal cells, NF-kB reporter expression; hits give high values. 190,000 compounds, 1.6% hits; in the data active = fold change above about 3.3
# HMGR II inh = inhibitors of E. faecalis class II HMGR, primary screen, biochemical, Enterococcus faecalis; purified E. faecalis HMGR, NADPH absorbance 340 nm kinetic; HMG-CoA reductase (Enterococcus faecalis, mvaE); inhibition, % at 10 µM; 190,000 compounds, 0.41% hits;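 active = inhibition above a set limit, the median over all tested compounds plus 3 SD, cut at about 9.5% in these data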;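 also: enzyme runs in reverse so mevalonate oxidation gives rising NADPH absorbance; 0% = complete reaction with DMSO and 100% = background rate lacking mevalonate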
# * hit, by the source's call; . = not tested or not shown.
SMILES,FLuc inhib CS,FLuc stim CS,APP transl inh,STAT1 activator,G6PDH CS,APP 5'UTR act,Hsp70 activator,Redox H2O2 prof,NF-kB expr up,HMGR II inh
CSc1ccc(C2c3[nH]c4ccccc4c3CCN2C(=O)c2cc(C)n(C)n2)cc1 (configuration not stated),-2.9,1,-71.5,132.3*,15.2,71.5,0.1,0.7,2.6,-5.5
Cc1ccccc1C(=O)Oc1ccc(Sc2ccc(O)cc2)cc1,-1.7,1,-18.7,103.0,2.9,18.7,-0.2,0.2,1.86,-2.0
C=CCC1c2cccc(C(=O)OC)c2C(=O)N1c1ccccc1 (configuration not stated),-2.6,1,17.8,94.7,3.3,-17.8,-0.5,4.0,1.07,-1.0
CCCCOC(=O)Nc1ccccc1C(=O)N1CCCC1,-11.2,1.1,5.8,93.5,4.7,-5.8,0.9,0.9,1.17,-0.2
CC(=O)N(C)c1nc(N)n(-c2ccccc2)n1,-5.3,1.1,-8.0,104.8,15.8,8.0,-0.1,-0.1,1.2,15.9*
CN(C(=O)COC(=O)c1ccc([N+](=O)[O-])cc1Cl)C1CCCCC1,5.7,0.9,-24.4,98.7,12.2,24.4,0.1,3.9,1.61,0.5
COC(=O)c1c(NC(=O)CN(c2ccc(C)c(C)c2)S(C)(=O)=O)sc2c1CCCC2,-2.8,1,-10.3,90.0,-26.9,10.3,-0.2,0.6,0.63,1.6
COc1ccc(CCNC(=O)COc2ccc(S(=O)(=O)NC3CCCCC3)cc2Cl)cc1OC,-3.4,1,-8.9,98.2,-4.2,8.9,-0.5,0.0,0.63,-5.8
Cc1ccc(NC(=O)C2(c3ccccc3)CCOCC2)cc1,-3.9,1,-19.8,100.0,10.0,19.8,-0.2,-0.8,1.15,2.0
CC(C)=Cc1oc2ccc([N+](=O)[O-])cc2c1N1CCOCC1,-2.7,1,-5.7,104.7,2.9,5.7,0.1,-0.5,1.09,-2.5
CCOc1cc(C2C(C#N)=C(N)Oc3n[nH]c(-c4ccccc4)c32)ccc1O (configuration not stated),0.2,1,-3.7,104.2,12.4,3.7,0.1,-0.1,0.86,-4.0
O=C(c1ccco1)N1CCN(S(=O)(=O)c2ccc(S(=O)(=O)NC3CCCC3)cc2)CC1,0.2,1,7.5,100.5,-0.6,-7.5,-0.5,2.0,0.78,1.4
CS(=O)(=O)c1ccc(C(=O)NCC(c2ccco2)N2CCCCC2)cc1 (configuration not stated),-3.7,1,1.2,105.3,2.2,-1.2,-0.2,0.0,1.1,-4.7
CCOC(=O)C1=C(CS(=O)(=O)c2ccccc2)NC(=O)NC1c1ccccc1 (configuration not stated),-9.7,1.1,-4.0,101.5,4.1,4.0,-0.2,2.2,1.24,-2.0
Cc1nn(-c2ccc(F)cc2)c2sc(C(=O)OC3CCOC3=O)cc12 (configuration not stated),-4.4,1,-1.4,93.4,-5.5,1.4,-0.3,0.0,1,1.0
Clc1ccc(Nc2nc(NCCN3CCOCC3)nc(N3CCOCC3)n2)cc1,-0.2,1,14.8,93.3,-22.5,-14.8,-0.1,0.3,0.49,-5.7
CN(C(=O)CSc1nnc(-c2cccc(F)c2)n1N)C1CCS(=O)(=O)C1 (configuration not stated),-2.6,1,7.0,92.5,3.8,-7.0,0.1,0.4,1.02,-0.5
N#CC(=C=[N-])C1=C(C#N)C(c2ccccc2F)C([n+]2ccccc2)C(O)(C2CC2)N1 (configuration not stated),-4.2,1,6.4,98.8,-7.1,-6.4,-0.1,-1.4,1.18,-1.3
COC(=O)c1c(-c2ccc(C)cc2)csc1NC(=O)C1CC=CCC1C(=O)O (configuration not stated),1.6,1,-0.5,108.9,-11.9,0.5,-0.2,2.0,1.71,-1.3
CCOc1ccc(NC(=NCc2ccc3c(c2)OCO3)SC2CC(=O)N(c3ccccc3)C2=O)cc1 (configuration not stated),-5.5,1.1,24.8,95.8,6.2,-24.8,-0.1,1.8,1.63,-9.4
Cc1ccc(S(=O)(=O)N2CCCCC2)c(C)c1NS(C)(=O)=O,-6.1,1.1,4.1,96.5,3.4,-4.1,-0.1,-0.9,.,-5.9
Cc1cc(F)ccc1S(=O)(=O)Nc1c(C)n(C)n(-c2ccccc2)c1=O,-2.4,1,3.5,96.9,2.9,-3.5,0.0,-0.5,1.14,1.4
COc1cccc(NC(=O)CSc2nc3c(sc4ccccc43)c(=O)n2CCN(C)C)c1,-2.6,1,13.3,103.5,1.4,-13.3,0.2,-0.5,1.26,-2.8
CC(=O)c1sc(N/N=C2\CC3CCC2(C)C3(C)C)nc1C (configuration not stated),3.2,1,21.5,120.1,14.0,-21.5,0.0,0.1,2.2,-0.1
CCCCNc1nc(C)c(C(C)=O)cc1C#N,-3.2,1,-0.1,106.2,-0.6,0.1,-0.3,-0.2,1.62,-0.7

# Entries of single compounds as entered above. Screens in order: FLuc inhib CS | FLuc stim CS | APP transl inh | STAT1 activator | G6PDH CS | APP 5'UTR act | Hsp70 activator | Redox H2O2 prof | NF-kB expr up | HMGR II inh
# Record of C=CCC1c2cccc(C(=O)OC)c2C(=O)N1c1ccccc1 (configuration not stated) → -2.6 | 1 | 17.8 | 94.7 | 3.3 | -17.8 | -0.5 | 4.0 | 1.07 | -1.0
# Record of CC(C)=Cc1oc2ccc([N+](=O)[O-])cc2c1N1CCOCC1 → -2.7 | 1 | -5.7 | 104.7 | 2.9 | 5.7 | 0.1 | -0.5 | 1.09 | -2.5

# Other entries.
SMILES,FLuc inhib CS,FLuc stim CS,APP transl inh,STAT1 activator,G6PDH CS,APP 5'UTR act,Hsp70 activator,Redox H2O2 prof,NF-kB expr up,HMGR II inh
CC1=NN(C(=O)CSCc2ccccc2)C(O)(c2ccccc2)C1 (configuration not stated),-0.1,1,-11.2,97.8,4.3,11.2,0.1,-1.5,0.93,-3.3
CC(C)NS(=O)(=O)c1ccc(CCC(=O)NCc2ccc3c(c2)OCO3)cc1,-6.6,1.1,15.3,97.0,4.0,-15.3,-0.4,-0.4,1.09,0.5
CC(C)(C)NC(=S)NCc1ccco1,-6.1,1.1,-9.8,101.1,4.2,9.8,-0.3,0.4,1.9,-0.5
CCCCn1c(=O)[nH]c(=O)c2c1nc(-c1ccc(C)c([N+](=O)[O-])c1)n2CC,-6.3,1.1,-5.3,99.2,0.6,5.3,-0.4,-0.1,1.15,-6.8
Cc1cc(C)nc(NC(=O)c2cnc3sccn3c2=O)n1,-0.8,1,-9.1,98.3,-4.6,9.1,0.0,-0.6,1.3,-4.6
COc1ccc(NC(=O)c2cc3c(=O)n4ccccc4nc3n2C)cc1OC,-0.2,1,-12.0,106.0,7.1,12.0,-0.2,0.1,0.67,3.1
N#Cc1c(-c2ccccc2)c(-c2ccccc2)nn(CC(=O)NNC(=O)Nc2ccc(Cl)c(Cl)c2)c1=O,1.6,1,4.1,101.3,19.3,-4.1,-0.4,-1.0,1.4,4.0
CCOC(=O)c1[nH]c(C)c(C(=O)OCC(=O)N2CCCCC2C)c1C (configuration not stated),-3.6,1,14.9,96.7,7.2,-14.9,0.1,-0.2,0.79,-5.5
CC(=O)c1cccc(NC(=O)C(=O)c2cn(CC(=O)N3CCCCC3)c3ccccc23)c1,31.7,0.7,1.1,109.3,4.8,-1.1,0.1,0.2,0.8,-3.6
Cc1ccc(S(=O)(=O)N2CCOCC2)cc1C(=O)NCc1ccc(F)cc1,-10.0,1.1,2.7,101.2,4.4,-2.7,-0.3,-11.0,1.09,-8.0
Cc1cc(C)n(Cc2cnc(N3CCOCC3)s2)n1,0.3,1,-22.6,107.2,6.0,22.6,-0.2,-0.8,1.21,-1.0
Cc1cccc2nc(C(F)(F)F)nc(=O)n12,-1.2,1,-11.3,97.2,3.7,11.3,-0.2,-0.2,0.97,-3.4
COC(=O)Cc1ccc(NC(=S)NN2CCOCC2)cc1,-1.2,1,5.8,99.0,-1.0,-5.8,-0.5,0.7,0.98,-3.2
Cc1cc(=O)oc(C)c1C(=O)NCc1ccco1,0.0,1,-17.6,101.1,7.8,17.6,-0.2,-4.4,1.02,.
COc1cccc(N2C(=O)C3CCCN3C2c2ccc(Cl)cc2)c1 (configuration not stated),-7.9,1.1,-2.7,100.6,20.4,2.7,-0.5,-1.0,1.11,-8.6
CN1CCc2c(sc3ncn4nc(-c5ccccc5O)nc4c23)C1,-1.7,1,8.7,106.0,5.0,-8.7,-0.4,0.4,1.23,-5.4
Cn1c(Cc2ccccc2)nnc1SCC(=O)Nc1cccc(S(=O)(=O)NC2=NCCCCC2)c1,-5.3,1.1,-27.9,105.6,3.2,27.9,0.2,-0.7,1.08,-0.4
CC1CCN(C(=O)c2ccc(SCc3ccccc3F)c([N+](=O)[O-])c2)CC1,-5.2,1.1,-4.0,104.8,10.7,4.0,-0.1,0.3,0.89,-3.5
Nc1cccc(-c2nc3ccc(N)cc3s2)c1,93.0*,0.1,12.6,123.8,9.8,-12.6,-0.7,2.0,2.64,-5.2
COCCN(C(=O)c1ccc2ccccc2c1)c1c(N)n(Cc2ccccc2)c(=O)[nH]c1=O,-4.6,1,2.0,102.6,2.5,-1.9,-0.3,4.4,0.91,0.8
O=C(Nc1cnn(Cc2ccc(Cl)c(Cl)c2)c1)C12CC3CC(CC(C3)C1)C2,-8.3,1.1,-15.3,98.5,13.7,15.3,-0.1,1.9,0.89,-3.1
CCc1cc(=O)oc2cc(OCC=C(C)C)ccc12,0.3,1,-13.8,85.1,4.6,13.8,-0.4,-0.4,1.34,-7.2
CCOc1nc(-c2ccccc2)ccc1-c1noc(-c2ccco2)n1,-6.3,1.1,16.6,95.2,5.0,-16.6,-0.3,1.3,1.32,0.0
O=C(Cn1c(=O)n(-c2ccccc2)c(=O)n1CC(=O)N1CCCCC1)N1CCCCC1,-3.6,1,8.4,99.2,-1.0,-8.4,-0.1,2.0,0.98,-4.9
Cc1ccc(S(=O)(=O)N2CCN(C(=O)CN3CCN(C)CC3)C2)cc1,-2.4,1,-8.2,94.0,12.7,8.2,-0.3,1.6,1.32,-1.9

# Carrying on.
SMILES,FLuc inhib CS,FLuc stim CS,APP transl inh,STAT1 activator,G6PDH CS,APP 5'UTR act,Hsp70 activator,Redox H2O2 prof,NF-kB expr up,HMGR II inh
Cc1nc2ccc(S(=O)(=O)Nc3ccc(-c4nc5cccnc5s4)cc3)cc2s1,-8.4,1.1,-40.2,120.3,15.4,40.2,-0.3,0.2,1.28,1.9
Cc1c(NC(=O)C(C)Sc2ccc3ccccc3n2)c(=O)n(-c2ccccc2)n1C (configuration not stated),-5.4,1.1,-6.2,87.9,6.7,6.2,-0.2,0.0,1.07,-8.5
CCOc1ccccc1NC1=NCC(=O)N1Cc1ccc(F)cc1,-2.9,1,9.4,94.4,5.3,-9.4,-0.1,2.1,1.41,-1.0
Cc1ccc(S(=O)(=O)NCC(=O)OCC(=O)N(Cc2ccccc2)C(C)(C)C)cc1,-5.3,1.1,-5.0,99.7,1.4,5.0,0.0,-0.1,1.12,-0.3
COc1cc(NS(=O)(=O)c2ccc(N/C=C(\C=O)c3nc4ccccc4o3)cc2)nc(OC)n1,-6.2,1.1,-4.0,93.4,-18.8,4.0,-0.3,0.0,1.01,1.8
Cc1ccc(S(=O)(=O)CC(O)COc2ccc(C#N)cc2)cc1 (configuration not stated),-6.2,1.1,10.2,104.2,12.2,-10.2,0.6,-0.5,0.8,-4.2

# From PubChem BioAssay
